Screening results (PubChem)
RORgamma inh: ROR gamma (mouse) transcription inhibition. P51450. Drosophila S2 Gal4-RORgamma UAS-luciferase reporter, 20 h. Potency, µM (doses to about 53.6 µM), for the others: top-dose activity change, negative = inhibition, hits mostly inhibitors. hit rate 5.4% among 310,000. AID 2551; further: on the % scale 0 is the no-effect control and ±100 the full control effect; nearly all actives have a fitted effect of over 60% in size
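Drosophila Schneider cells stably carrying a metallothionein-driven Gal4 DBD–ROR gamma fusion and a UAS-Photinus luciferase reporter were exposed to compound for 1 hr, then induced with copper sulfate (700 uM final) for 20 hr at ambient temperature before luminescence reading.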
VP16 counter: Gal4-VP16 reporter inhibition counter-screen | Drosophila S2 Gal4-VP16 UAS-luciferase, luminescence, 20 h | Potency, µM (doses to about 53.6 µM), inactives show top-dose activity, negative = inhibition, hits mostly inhibitors | hit rate 3.5% among 310,000;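 further: Gal4-VP16 expression switched on by copper sulfate through the metallothionein promoter; on the % scale 0 is the no-effect control and ±100 the full control effect; nearly all actives have a fitted effect of over 50% in size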
Menin-MLL TR inh: inhibitors of human menin-MLL interaction, mutant MLL peptide; AID 1768; Menin + Texas Red MLL mutant peptide, fluorescence polarization; hit rate 0.23% among 270,000; O00255; Potency, µM (series often up to 61.6 µM), for inactives: top-dose FP activity change, negative = inhibition, usual class: inhibitors; active means well fitted inhibition curve with a large enough effect in the polarisation, with a control signal flat, not every such curve was filed as active; inconclusive means small, poorly fitted or top-dose-only effect, or effect the other way, or a change in a side signal; inactive means no such curve, though single readings can be large or run the other way; the % refers to the polarisation; further: % of control where 0% means no effect; many of its hits are not listed in these tables
Target sequence (O00255 whole entry, looked up): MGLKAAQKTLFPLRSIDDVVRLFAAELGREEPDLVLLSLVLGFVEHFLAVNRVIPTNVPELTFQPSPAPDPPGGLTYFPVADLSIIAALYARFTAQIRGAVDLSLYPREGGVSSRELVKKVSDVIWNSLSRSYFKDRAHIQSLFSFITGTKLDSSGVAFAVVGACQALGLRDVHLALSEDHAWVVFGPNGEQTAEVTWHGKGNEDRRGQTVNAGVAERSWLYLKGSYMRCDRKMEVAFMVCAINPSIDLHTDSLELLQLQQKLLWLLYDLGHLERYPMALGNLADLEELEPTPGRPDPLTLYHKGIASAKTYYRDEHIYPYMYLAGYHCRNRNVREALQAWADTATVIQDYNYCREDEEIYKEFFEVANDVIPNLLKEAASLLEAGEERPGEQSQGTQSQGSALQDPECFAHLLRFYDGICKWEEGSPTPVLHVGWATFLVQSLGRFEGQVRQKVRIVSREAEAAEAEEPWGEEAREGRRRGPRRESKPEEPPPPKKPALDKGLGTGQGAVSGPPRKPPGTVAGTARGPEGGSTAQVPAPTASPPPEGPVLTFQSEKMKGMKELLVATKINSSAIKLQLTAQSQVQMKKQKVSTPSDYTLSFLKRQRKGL
* hit, by the source's call; ? = inconclusive; & = joins results of further samples; [ ] = another dose, or the depositor's remark. Unless noted, the call rests on the fitted dose curve; in most records, active means well fitted curve in the direction sought with a large enough effect; inconclusive means small, poorly fitted or top-dose-only effect, or another doubt; inactive means no such curve, though single readings can be large; an effect the other way counts as inactive or inconclusive. Potency means the concentration at half of the fitted maximal effect. An excerpt. The share of hits here may be higher or lower than overall.

The line under a structure holds: RORgamma inh, VP16 counter, Menin-MLL TR inh
[1] CCC(CCC(C)C1CCC2C3CC=C4CC(OC(C)=O)CC[C@@]4(C)C3CC[C@@]12C)C(C)C (some centres not stated)
 : -28%, 2%, -1%
[2] CCCC[P+](CCCC)(CCCC)Cc1ccc(NC(=O)[C@@H](Cc2ccc3ccccc3c2)NC(=NC2CCCCC2)NC2CCCCC2)cc1
 : ?, -8%, ?
[3] Cn1cccc1C(=O)N1CCC2(CC1)CN(C(=O)Nc1cccc(C#N)c1)C2
 : -3%, 4%, 4%
[4] CCOC(=O)[C@]1(C(NC(=O)OC)c2ccco2)CCCC1=O (some centres not stated)
 : -17%[10 µM], 0%[10 µM], 7%[11.7 µM]
[5] NC(CSCSCC(N)C(=O)O)C(=O)O (configuration not stated)
 : -4%, -2%, -8%
[6] CSCC[C@H](N)C(=O)N[C@@H](CCC(=O)O)C(=O)N[C@H](C(=O)NCC(=O)N[C@@H](Cc1c[nH]c2ccccc12)C(=O)N[C@@H](Cc1ccc(O)cc1)C(=O)N[C@@H](CCCNC(=N)N)C(=O)N[C@@H](CO)C(=O)N1CCC[C@H]1C(=O)N[C@@H](Cc1ccccc1)C(=O)N[C@@H](CO)C(=O)N[C@@H](CCCNC(=N)N)C(=O)N[C@H](C(=O)N[C@H](C(=O)N[C@@H](Cc1cnc[nH]1)C(=O)N[C@@H](CC(C)C)C(=O)N[C@@H](Cc1ccc(O)cc1)C(=O)N[C@@H](CCCNC(=N)N)C(=O)N[C@@H](CC(N)=O)C(=O)NCC(=O)N[C@@H](CCCCN)C(=O)O)C(C)C)C(C)C)C(C)C
 : 1%, -7%, -4%
[7] CC(=O)OC1CCC2(O)CC1(C)CCC1C2CC1(C)C (configuration not stated)
 : -8%, 5%, -15%
[8] CC(=O)[C@@H]1[C@H]2[C@H](C(=O)[C@H]3OC[C@@H]2O3)[C@H]2C=Cc3ccccc3N21
 : ?, ?, ?
[9] O=C(O)/C=C/C=C/c1ccccc1
 : 0%, 0%, -1%
[10] CC[C@@H]1C(c2cccc(Cl)c2)=NN(c2ccccc2)[C@H]1C(=O)N1CCOC1=O
 : 18%, -13%, ?

As entered above:
VP16 counter, cpd 4 stands at 0%[10 µM]
RORgamma inh, cpd 1 stands at -28%
Menin-MLL TR inh, cpd 3 stands at 4%
VP16 counter, cpd 2 stands at -8%

Remaining list, next part:
The line under a structure holds: RORgamma inh, VP16 counter, Menin-MLL TR inh
[11] COC(=O)[C@H](Cc1ccccc1)NC(=O)O[C@H]1C(=O)c2cc(OC)ccc2O[C@@H]1c1ccc(OC)c(Br)c1
 : -1%&-12%, 10%&0%, -9%&-4%
[12] CC(=O)OCC(NC(=O)C(COCc1ccccc1)NC(=O)OC(C)(C)C)C1OC(n2cc(C)c(=O)[nH]c2=O)C(OC(C)=O)C1OC(C)=O (configuration not stated)
 : 19%, 0%, -7%
[13] COCC(=O)N1CCC2(CC1)CN(Cc1ccc(C#N)cc1)C2
 : 18%, 9%, 9%
[14] O=c1c(-c2cc(F)cc(F)c2)nc2cnc(N3CCOCC3)nc2n1Cc1cccs1
 : -22%, 2%, -2%
[15] CCN1C(=O)[C@H]2[C@H]3[C@H](O)[C@H](O)C/C(=N/NC(=O)OCc4ccccc4)[C@@H]3CC[C@@H]2C1=O
 : -14%[10 µM], -4%[10 µM], 6%[11.7 µM]
[16] CCCCC/C=C\C/C=C\C/C=C\CCCCCCC(=O)NCCCC(=O)O
 : 3%, -2%, 3%
[17] COc1ccc2c(c1)C(=O)[C@@H](OC(=O)Nc1cc(OC)c(OC)c(OC)c1)[C@H](c1ccc(OC)c(Br)c1)O2
 : -40%, -4%, -12%
[18] CC(CCC(=O)O)C1CCC2C3C(=O)CC4CC(=O)CC[C@@]4(C)C3CC(=O)[C@]12C (some centres not stated)
 : -17%, -7%, 2%
[19] CC[C@H](C)[C@H](NC(=O)[C@H](CC(C)C)NC(=O)[C@@H](N)CO)C(=O)NCC(=O)N[C@@H](CCCCN)C(=O)N[C@H](C(=O)O)C(C)C
 : 3%, -5%, 12%
[20] CCCCCCCC/C=C\CCCCCCCCCCCC(=O)O
 : -1%, -1%, -9%

Shown with one line to a screen: entries from further up.
17: COc1ccc2c(c1)C(=O)[C@@H](OC(=O)Nc1cc(OC)c(OC)c(OC)c1)[C@H](c1ccc(OC)c(Br)c1)O2
18: CC(CCC(=O)O)C1CCC2C3C(=O)CC4CC(=O)CC[C@@]4(C)C3CC(=O)[C@]12C (some centres not stated)
Compound	17	18
RORgamma inh	-40%	-17%
VP16 counter	-4%	-7%
Menin-MLL TR inh	-12%	2%

Further compounds
The line under a structure holds: RORgamma inh, VP16 counter, Menin-MLL TR inh
[21] Cc1ccccc1Nc1oc(-c2ccccc2)nc1CCc1ccccc1
 : -19%, -4%, -1%
[22] CC(=O)OC[C@@]1(O)C[C@]23CCC4c5ccoc5CC[C@@]4(C)C2CCC1C3 (some centres not stated)
 : -36%, 0%, -6%
[23] O=S(=O)(Cc1ccccc1)c1nnnn1C1CCCCC1
 : 1%, -2%, 1%
[24] CCCOC(=O)c1ccccc1O
 : 8%, 2%, -6%
[25] COc1ccc(OC)c(-c2ccccc2/C=N/NS(=O)(=O)c2ccc(C)cc2)c1
 : 7%[10 µM], 5%[10 µM], -10%[11.7 µM]
[26] COCC(=O)N1CCC2(CC1)CN(Cc1cc(C(F)(F)F)cc(C(F)(F)F)c1)C2
 : -9%, 8%, 0%
[27] O=c1cnc2cncnc2n1Cc1ccccc1
 : 18%, 0%, 2%
[28] Cn1c(=O)c(CCc2ccccc2)nc2cnc(N3CCOCC3)nc21
 : ?, 6%, -17%
[29] C#C[C@]1(O)CC[C@H]2[C@@H]3CCC4=CCCC[C@@H]4[C@H]3C(=C)C[C@@]21CC
 : -19%, -17%, -1%
[30] CC1(OC(=O)C2CCCC2)C(=O)C=C2C=C(C3CC3)OC=C2C1=O (configuration not stated)
 : 5%, 12%, -2%
[31] COc1ccc(C(=O)N2CCC3(CCN(C(=O)Nc4ccccc4)CC3)CC2)cc1
 : 0%, -4%, -3%
[32] Cc1ccc2[nH]c(C)cc(=O)c2c1
 : -17%[96.6 µM], -7%[96.6 µM], 0%[138 µM]
[33] O=S(=O)(c1ccccc1)N1CCC2(CCN(Cc3nccs3)CC2)CC1
 : -8%, -3%, -11%
[34] CN(C)c1ncc2nc(-c3ccc(Cl)cc3)c(=O)n(CCC#N)c2n1
 : -20%, 1%, 1%
[35] COCCn1c(=O)c(-c2cccs2)nc2cnc(N3CCN(C)CC3)nc21
 : -35%, -4%, -4%
[36] O=c1c(O)cc(C2Oc3cc(O)cc(O)c3CC2O)cc2c(C3Oc4cc(O)cc(O)c4CC3O)cc(O)c(O)c12 (configuration not stated)
 : -7%, -27%, ?
[37] FC(F)(F)COCC(F)(F)F
 : 9%, 3%, 3%
[38] CC(=O)OC1CC[C@@]2(C)C(=CC[C@H]3[C@@H]4CC[C@H](C(C)=O)[C@@]4(C)CC[C@@H]32)C1 (some centres not stated)
 : 0%, 2%, -12%
[39] COc1ncc2nc(-c3cc(F)cc(F)c3)c(=O)n(CCc3ccccc3)c2n1
 : -4%, -9%, ?
[40] O=C(/C=C/c1ccc(O)cc1)c1cccs1
 : 14µM*, -3%, 20%[24.8 µM]
[41] CC(C)C[C@@H](CC(=O)N[C@@H](CCC(=O)O)CC(=O)O)NC(=O)[C@@H]1CCCC[C@H]1NC(=O)C[C@H](CCCN)NC(=O)C[C@H](Cc1ccccc1)NC(=O)[C@@H]1CCCC[C@H]1N
 : -23%, -2%, -1%
[42] Cc1ccc(C#CC2C=CC(Oc3ccc4c(c3)OCO4)C(CO)O2)c(C)c1 (configuration not stated)
 : 18%[10 µM], -6%[10 µM], 2%[11.7 µM]
[43] COc1ccccc1-c1cc(NCc2cccnc2)ncn1
 : 21%, 13%, 0%

Among those listed so far, these contain two or more sulfur atoms:
The line under a structure holds: RORgamma inh, VP16 counter, Menin-MLL TR inh
[5] NC(CSCSCC(N)C(=O)O)C(=O)O (configuration not stated)
 : -4%, -2%, -8%
[33] O=S(=O)(c1ccccc1)N1CCC2(CCN(Cc3nccs3)CC2)CC1
 : -8%, -3%, -11%

Entries of single compounds as entered above. Order of screens: RORgamma inh, VP16 counter, Menin-MLL TR inh
`Cc1ccc(C#CC2C=CC(Oc3ccc4c(c3)OCO4)C(CO)O2)c(C)c1` (configuration not stated) is listed as 18%[10 µM], -6%[10 µM], 2%[11.7 µM]
`FC(F)(F)COCC(F)(F)F` is listed as 9%, 3%, 3%
`O=C(/C=C/c1ccc(O)cc1)c1cccs1` is listed as 14µM*, -3%, 20%[24.8 µM]
`COCCn1c(=O)c(-c2cccs2)nc2cnc(N3CCN(C)CC3)nc21` is listed as -35%, -4%, -4%
`COc1ccc(C(=O)N2CCC3(CCN(C(=O)Nc4ccccc4)CC3)CC2)cc1` is listed as 0%, -4%, -3%
